# Assay outcomes: PubChem BioAssay, The Scripps Research Institute Molecular Screening Center
# M1 PAM parental: nonselective calcium activators in parental CHO-K1 cells, primary screen, counter-screen for M1 PAM project, cell-based, Fluo-8 calcium fluorescence, full deck, 1536-well. ATP EC20; 0% at ATP EC20, 100% at ATP max. activation, % at 3 µM. 360,000 tested, 0.02% active. AID 602247, 2012;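 active = activation above the run cutoff, the mean activation of all test compounds plus 3 SD, cut at about 40% in these data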;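 note: peak over basal fluorescence ratio in a 140 s read after ATP addition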
# CHO-K1 Ca antag: counter-screen for M1 antagonists: effect in parental CHO-K1 cells; ATP-induced calcium, Fluo-8 fluorescence; inhibition, % at 3 µM; 360,000 tested, 0.6% active; AID 602250;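 active = inhibition above a per-plate cutoff, the plate's mean sample inhibition plus 3 SD, cut at about 24% in these data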;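 note: 0% = DMSO plus EC80 ATP and 100% = DMSO alone without ATP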
# M5 PAM: human M5 muscarinic receptor positive allosteric modulators, primary screen, CHO-K1 cells, Fluo-8 calcium fluorescence; Muscarinic acetylcholine receptor M5 (Homo sapiens), P08912; CHO-K1 hM5, ACh EC20 PAM; 0% = ACh EC20, 100% = ACh EC100; activation, % at 3 µM; 360,000 tested, 0.3% active; AID 624038, 2012;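 active = activation above the run cutoff, the mean activation of all test compounds plus 3 SD, cut at about 18% in these data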
# Target sequence (P08912 whole entry, looked up): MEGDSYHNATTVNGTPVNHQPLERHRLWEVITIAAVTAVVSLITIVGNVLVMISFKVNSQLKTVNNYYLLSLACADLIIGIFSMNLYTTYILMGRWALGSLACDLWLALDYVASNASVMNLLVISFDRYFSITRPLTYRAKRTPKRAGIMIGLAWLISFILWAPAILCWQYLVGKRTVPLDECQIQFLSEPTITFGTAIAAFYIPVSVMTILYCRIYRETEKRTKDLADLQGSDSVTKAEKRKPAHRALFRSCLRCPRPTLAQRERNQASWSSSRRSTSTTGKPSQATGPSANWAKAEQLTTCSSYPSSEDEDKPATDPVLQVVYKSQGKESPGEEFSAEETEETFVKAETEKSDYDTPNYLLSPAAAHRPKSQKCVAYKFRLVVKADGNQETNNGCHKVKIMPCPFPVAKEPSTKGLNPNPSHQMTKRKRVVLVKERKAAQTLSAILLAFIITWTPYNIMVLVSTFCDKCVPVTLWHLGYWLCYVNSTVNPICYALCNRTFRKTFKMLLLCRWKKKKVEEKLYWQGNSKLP
#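 Replicates: One well per compound, no replicates | System: Human M5 receptor in CHO-K1 cells | Benchmarks: Low control EC20 acetylcholine (0%), high control EC100 acetylcholine (100%) | Probe or stimulus: Acetylcholine, EC20 level | Times: Fluo-8 loading 80 min at 37 °C plus 30 min room temperature | Signal: Intracellular calcium via Fluo-8 fluorescence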
# CHO-K1 Ca ag: counter-screen for M1 agonists: effect in parental CHO-K1 cells. Fluo-8 calcium fluorescence; scaled to maximal ATP response, vehicle zero. activation, % at 3 µM. 360,000 tested, 0.48% active. AID 602248, 2012; in the data active = activation above about 15%;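 note: untransfected CHO-K1 host cells lacking M1 receptor as counterscreen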
# CHRM4 antagonist: human M4 muscarinic receptor antagonists, primary screen, CHO cells, Fluo-8 calcium fluorescence; AID 624125, 2012; 360,000 tested, 0.73% active; CHO-hM4 cells, ACh EC80; Muscarinic acetylcholine receptor M4 (Homo sapiens), P08173; inhibition, % at 3 µM;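 active = inhibition above its plate's cutoff, the mean inhibition of sample wells plus 3 SD, cut at about 27% in these data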;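 note: 0% = acetylcholine EC80 with DMSO and 100% = DMSO without agonist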
# Target sequence (P08173 whole entry, looked up): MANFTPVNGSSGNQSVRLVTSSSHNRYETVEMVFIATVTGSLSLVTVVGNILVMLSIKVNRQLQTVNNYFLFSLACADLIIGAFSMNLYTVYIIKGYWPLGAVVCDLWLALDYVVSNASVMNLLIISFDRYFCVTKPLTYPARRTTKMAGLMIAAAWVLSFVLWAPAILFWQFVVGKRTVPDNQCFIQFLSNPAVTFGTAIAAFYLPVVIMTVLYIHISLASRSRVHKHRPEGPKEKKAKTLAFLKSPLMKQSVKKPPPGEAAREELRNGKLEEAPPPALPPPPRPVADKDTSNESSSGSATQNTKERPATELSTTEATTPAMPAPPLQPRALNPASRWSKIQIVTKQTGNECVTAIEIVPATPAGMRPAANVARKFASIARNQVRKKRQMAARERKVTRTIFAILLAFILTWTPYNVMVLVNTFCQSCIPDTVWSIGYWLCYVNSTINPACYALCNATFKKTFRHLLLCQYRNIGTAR
# M5 antag: human M5 muscarinic receptor antagonists, primary screen, CHO cells, Fluo-8 calcium fluorescence | Muscarinic acetylcholine receptor M5 (Homo sapiens), P08912 | CHO-hM5 cells, ACh EC80 | inhibition, % at 3 µM | 360,000 tested, 0.59% active | AID 624040, 2012;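 active = inhibition above a per-plate cutoff, the mean of that plate's test compounds plus 3 SD, cut at about 27% in these data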;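 note: 0% = acetylcholine EC80 with DMSO and 100% = DMSO without agonist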
# CHRM4 PAM: human M4 muscarinic receptor positive allosteric modulators, primary screen, CHO-K1 cells, Fluo-8 calcium fluorescence; Muscarinic acetylcholine receptor M4 (Homo sapiens), P08173; CHO-K1 hM4/Gqi5, ACh EC20; 0% = ACh EC20, 100% = maximal ACh; activation, % at 3 µM; 360,000 tested, 0.4% active; AID 624126, 2012;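 active = activation above its plate's cutoff, the mean activation of sample wells plus 3 SD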; note: some results filed as inactive read as strong as hits
# M4 ag: human M4 muscarinic receptor agonists, primary screen, CHO-K1 cells, Fluo-8 calcium fluorescence | Muscarinic acetylcholine receptor M4 (Homo sapiens), P08173 | CHO-K1 hM4/Gqi5; vehicle 0%, full acetylcholine response 100% | activation, % at 3 µM | 360,000 tested, 0.14% active | AID 624127, 2012;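 active = activation above the run mean over all test wells plus 3 SD, cut at about 32% in these data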;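 note: peak over basal fluorescence ratio per well then scaled between controls; 0% = DMSO wells and 100% = acetylcholine at EC100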
# M5 ag: human M5 muscarinic receptor agonists, primary screen, CHO-K1 cells, Fluo-8 calcium fluorescence | CHO-K1 hM5 cells; 0% DMSO wells, 100% maximal acetylcholine response | 360,000 tested, 0.19% active | activation, % at 3 µM | Muscarinic acetylcholine receptor M5 (Homo sapiens), P08912;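 active = activation above the run's mean over test compounds plus 3 SD, cut at about 23% in these data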;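 note: signal is peak over basal fluorescence ratio across the kinetic read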
# * marks the source's active call; other numbers are inactive results; . = not tested or not shown.
no.	molecule	M1 PAM parental	CHO-K1 Ca antag	M5 PAM	CHO-K1 Ca ag	CHRM4 antagonist	M5 antag	CHRM4 PAM	M4 ag	M5 ag
1	C=C(C)C1CC=C(C)/C(=N/NC(=O)COc2ccc(Cl)cc2)C1 (stereo unspecified)	27	-11	5	0.3	-11	2	20*	1	-5
2	COc1ccc(C)cc1S(=O)(=O)NCC(c1cccnc1)N1CCc2ccccc2C1 (stereo unspecified)	20	1	4	-0.1	5	-2	-1	2	-4
3	N#CCCCN1C(=O)C(O)(CC(=O)c2ccc3c(c2)OCCO3)c2ccccc21 (stereo unspecified)	30	-13	4	1.5	13	1	9	1	-2
4	CN(Cc1ccc(Cl)cc1)C(=O)c1ccc2ccccc2n1	-9	-7	1	0.6	0	4	-5	1	-3
5	O=C1C(=O)N(Cc2cccnc2)C(c2cccc(O)c2)/C1=C(\O)c1ccc2c(c1)OCCO2 (stereo unspecified)	-4	9	0	-0.6	1	-3	3	0	-7
6	N#C/C(=C/c1ccncc1)c1nc2ccccc2c(=O)[nH]1	14	-11	8	0.9	-2	-7	14	0	0
7	O=C(N1CCOCC1)C(F)(F)C(F)(F)C(F)(F)C(F)(F)C(=O)N1CCOCC1	13	8	3	0.5	-1	8	-1	1	0
8	Cc1sc(NC(=O)C2CCCCC2)c(C#N)c1-c1ccccc1	-5	2	-3	-0.3	-11	-7	-8	-1	-4
9	Nn1cnc2sc3c(c2c1=O)CCC3	4	-5	-9	0.5	-10	-4	-3	1	-2
10	CCOC(=O)N1CCN(C(=O)c2c[nH]c3ccc(S(=O)(=O)N(C)c4ccccc4C)cc3c2=O)CC1	6	58*	-1	1.2	-11	0	3	1	-3
11	Cc1cccc2c3nc4ccccc4nc3n(C)c12	-7	4	-2	0.1	-10	0	-3	3	-5
12	O=S(=O)(/N=C(/Nc1ccccc1)c1ccccc1)c1cccs1	20	-8	1	-0.2	-6	-7	2	2	-2
13	Cc1cc(NC(=O)C(C)C)ncc1NC(=O)Cc1ccccc1	20	-7	2	0.2	0	-4	3	1	-3
14	O=C(NCc1cccc(C(F)(F)F)c1)C1C(=O)Nc2ccccc2C(=O)N1C1CCCC1 (stereo unspecified)	.	.	-3	.	-6	1	5	5	2
15	Clc1ccc(Oc2cnns2)cc1Cl	9	-12	-1	0.1	-2	-1	7	0	1
16	CC(C)(C)OC(=O)N1CCN(c2ccc(CNC(=O)c3ccc(Cl)cc3)cc2)CC1	13	-3	4	-0.2	1	-4	12	-3	1
17	CC1CCCC(C)N1C(=O)CSc1nc2ccccc2s1 (stereo unspecified)	-7	-6	0	0.2	-3	-4	2	-1	-1
18	Cc1ccc(C)c(Nc2nn3c(=O)c4ccc(C(=O)NCc5cccnc5)cc4nc3s2)c1	5	-13	-4	1.3	31*	7	-6	-1	-2
19	COc1cccc(CNS(=O)(=O)c2ccc(S(=O)(=O)NC3CC3)cc2)c1	-22	6	-3	1.9	13	8	-8	2	-1
20	COc1ccc(C2=NN3C(C2)c2ccccc2OC32C(=O)N(C)c3ccccc32)cc1 (stereo unspecified)	17	-13	-6	0.3	-2	8	3	3	-2

# 2 compounds picked at random from the list so far:
no.	molecule	M1 PAM parental	CHO-K1 Ca antag	M5 PAM	CHO-K1 Ca ag	CHRM4 antagonist	M5 antag	CHRM4 PAM	M4 ag	M5 ag
2	COc1ccc(C)cc1S(=O)(=O)NCC(c1cccnc1)N1CCc2ccccc2C1 (stereo unspecified)	20	1	4	-0.1	5	-2	-1	2	-4
12	O=S(=O)(/N=C(/Nc1ccccc1)c1ccccc1)c1cccs1	20	-8	1	-0.2	-6	-7	2	2	-2

# Following part:
no.	molecule	M1 PAM parental	CHO-K1 Ca antag	M5 PAM	CHO-K1 Ca ag	CHRM4 antagonist	M5 antag	CHRM4 PAM	M4 ag	M5 ag
21	COCC(C)N=Cc1c(O)[nH]c2ccccc12 (stereo unspecified)	12	-10	-5	5.6	6	2	2	1	2
22	CC(C)N(C(=O)[C@H]1CC(CC(=O)NCc2ccco2)C(=O)N2CCc3c([nH]c4ccccc34)[C@]12C)C(C)C (stereo partly specified)	32	-12	2	-0.1	6	2	4	0	0
23	COc1ccc(NC(=O)C2CCN(C(=O)Nc3ccc(C)cc3)CC2)cc1OC	9	2	-2	0.1	-3	7	4	-1	-3
24	COc1ccc(C(=O)NCc2ccccc2CN2CCCC2)cc1S(=O)(=O)Nc1ccc(C)cc1	5	-10	6	0.9	-6	-1	-3	3	-6
25	CCOc1ccc2c(c1)c(=O)c(S(=O)(=O)c1ccc(C)cc1)cn2CC	3	-6	1	0.6	-5	0	-3	2	-6
26	Cc1cc(NC(=O)CSC2=Nc3ccccc3C3=NC(Cc4ccccc4)C(=O)N23)n[nH]1 (stereo unspecified)	14	-4	-5	0.7	-3	2	4	1	-1
27	C=CCC[C@H](Cc1ccc(F)cc1)C(=O)OC[C@@H](C)NC(=O)[C@H](CC=C)CC(=O)NCCO	5	-11	8	0.3	-3	4	12	1	-5
28	Cn1c(N)c(C(=O)NCc2ccccc2Cl)sc1=S	-1	-5	-3	0.8	4	-3	0	3	-3
29	COc1ccc(C(=O)O)cc1S(=O)(=O)NC1CCN(Cc2ccccc2)CC1	2	2	-1	0.5	-6	7	2	1	4
30	CC(C)CC(=O)Nc1c2c(nn1-c1ccc(F)cc1)CSC2	14	-3	-2	0.1	-19	-3	9	1	1
31	NNC(=O)Cn1nnc(-c2ccc(C(F)(F)F)cc2)n1	21	-7	3	1.3	4	4	-2	0	2
32	O=C(Nc1nc(-c2ccc(F)cc2)cs1)C1CCN(C(=O)c2ccc(F)cc2)CC1	-3	7	-14	8.9	6	13	1	15	3
33	Cn1c2ccccc2c2nnc(N/N=C/c3ccc(O)cc3)nc21	23	-14	-2	0.7	-7	10	3	1	-3
34	Cc1ccccc1C(=O)N1CCN(c2ccc(NC(=O)CSc3ccc(Cl)cc3)cc2)CC1	-3	10	-16	5.8	27*	21	-11	19	4
35	CCCOC(=O)C1[C@H]2C(=O)N(Cc3ccco3)C[C@]23C=C[C@H]1O3 (stereo partly specified)	3	-10	1	0.2	17	-3	1	0	1
36	COc1cc2c(cc1OC)CN(C(=O)CN1C(=O)c3ccc([N+](=O)[O-])cc3C1=O)CC2	17	9	0	0.5	-13	3	2	1	-1
37	C=CCSc1nc2c(N)ncnc2n1C1OC(CO)C(O)C1O (stereo unspecified)	-4	12	3	0.1	-2	14	1	1	0
38	CCOC(=O)CC(NC(=O)c1cccc2c1C(=O)N(Cc1cccnc1)C2)c1ccc(OC(C)C)cc1 (stereo unspecified)	9	4	-12	2.6	5	7	-9	7	2
39	O=C(NCCc1ccccc1)/C(=C\c1ccc([N+](=O)[O-])cc1)NC(=O)c1ccccc1	13	3	0	0.1	-1	0	3	1	-2
40	CC(C)C(=O)Nc1c2c(nn1-c1ccc([N+](=O)[O-])cc1)CS(=O)(=O)C2	0	-9	0	0.7	0	5	6	0	1
41	Cc1cccc(COC[C@H](Cc2ccccc2)N2CCN(C(=O)c3ccc(C(F)(F)F)cc3)CCC2=O)c1	9	-15	-3	4.0	0	0	-4	4	0
42	COc1ccc(CNc2ncc(-c3cccc([N+](=O)[O-])c3)n2C)c(OC)c1OC	-12	6	-17	-0.8	9	4	-12	0	-21
43	O=C1/C(=C/c2cccnc2)SC(=S)N1NS(=O)(=O)c1ccccc1	2	-12	-2	0.5	-5	-3	1	0	-3
44	Cc1cc(C(=O)COC(=O)CC2Sc3ccccc3NC2=O)c(C)n1-c1ccccc1 (stereo unspecified)	-12	14	-5	0.0	1	7	-3	3	-4
45	CN(C)n1cccc1/C=C(\C#N)S(=O)(=O)c1ccc(Cl)cc1	-6	5	-4	1.2	4	1	-7	0	-3
46	CC(OC(=O)c1cc(Br)ccc1O)C(=O)NCc1ccc2c(c1)OCO2 (stereo unspecified)	3	-6	-7	0.5	-21	5	6	0	-3
47	CCOc1ccc(N2C(=O)C3C(C2=O)C3(c2ccccc2)c2ccccc2)cc1 (stereo unspecified)	14	-6	-6	0.3	-20	-6	4	-2	-6
48	O=C(O)CC1(c2ccccc2)C(=O)c2ccccc2C1=O	17	-6	-1	0.2	10	-1	-2	0	-1
49	Cc1oc2cc([N+](=O)[O-])c(O)c([N+](=O)[O-])c2c1C(=O)c1ccc(Cl)cc1	7	-4	-2	2.8	-4	0	-8	0	-2
50	CCCC(=O)NC(Nc1cc(C(F)(F)F)ccc1Cl)C(Cl)(Cl)Cl (stereo unspecified)	10	-3	-53	1.5	1	-4	-11	0	-12
51	CNC(=S)N(Cc1cc2cc(OC)c(OC)cc2[nH]c1=O)C1CCCC1	10	-12	1	-0.6	-5	6	-3	-1	7
52	CCCc1cc(=O)oc2c3c(cc(OCC(=O)NCc4ccncc4)c12)OC(C)(C)CC3	-10	12	-15	2.0	-20	9	-7	13	2
53	O=C(COC(=O)Cc1ccsc1)Nc1cccc(Cl)c1	-13	-5	-4	-0.1	-1	12	10	1	2
54	CCOC(=O)c1oc2cccc(OC(C)=O)c2c1C	16	-5	-2	0.8	-3	13	-5	0	-8
55	O=C(c1cccc(-c2cncc3nccn23)c1)N1CCOCC1	-4	1	-2	0.0	3	-3	5	0	0
56	COCC(=O)N1CCC(c2nc3ccccc3[nH]2)CC1	-2	-8	-4	0.6	-7	6	4	0	0
57	CCOC(=O)C1=C(C)OC(N)=C(C#N)C1c1cc2c(cc1[N+](=O)[O-])OCO2 (stereo unspecified)	0	7	4	-0.3	3	1	5	1	-5
58	CCOCCCNC(=S)N1CCCN(c2nc3cc(C)cc(C)c3cc2C#N)CC1	8	-10	-2	-1.7	-10	-9	0	0	-2
59	COc1ccc(C)cc1S(=O)(=O)N1CCCC(N2CCOCC2)C1 (stereo unspecified)	13	-3	8	0.4	0	11	1	0	1
60	COc1ccc2nc(NC(=O)c3ccccc3C(=O)O)sc2c1	-6	-1	-2	-0.4	3	4	-4	0	0
61	CC(=O)c1ccc(-n2c(CCC(=O)O)ccc2-c2ccccc2)cc1	-9	-5	-5	0.1	-8	5	6	1	-3
62	CCOC(=O)Cn1nc(C)c([N+](=O)[O-])c1C	8	-3	1	-0.2	3	7	13	2	-2
63	Cc1[nH]c2ccccc2c1C(=O)CN1C(=O)C(=O)N(C2CCCC2)C1=O	-12	8	5	3.5	-10	-4	2	6	11
64	O=C(O)/C=C/c1nc(-c2ccccc2)n2ccccc12	2	1	-3	0.1	12	8	-3	1	2
65	Cc1ccc(OCC(=O)Nc2ccccc2[N+](=O)[O-])c(Br)c1	-12	14	0	-0.5	8	6	-1	1	-1
66	O=C1C=C(O)CC2(CCCCC2)C1	15	-4	-1	0.7	-5	-7	8	1	5
67	CCOc1ccc(C(c2c(C)[nH][nH]c2=O)c2c(C)[nH][nH]c2=O)cc1OC	18	-11	-1	1.9	1	0	-2	7	2
68	Nc1ccccc1-c1ccn[nH]1	21	-8	8	1.4	-4	1	3	1	-1
